Screens: PubChem, National Center for Advancing Translational Sciences (NCATS)
TDP1 cell noCPT: qHTS for Inhibitors of human tyrosyl-DNA phosphodiesterase 1 (TDP1): qHTS in cells in absence of CPT; DT40 Tdp1-/- hTDP1 cells, no CPT, ATP luminescence, 48 h; Potency, µM (titrated, usually from 46.2 µM), for inactives: top-dose activity change, negative = growth inhibition, actives largely listed as inhibitors; hit rate 15% among 420,000; note: nearly all actives have a fitted effect of over 55% in size
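Cells were dispensed at 400 per well, compounds added by pin tool, plates incubated ≥48 hr at 37 °C, then CellTiter-Glo added for 30 min at room temperature before luminescence reading. Line: DT40 Tdp1-/- complemented with hTDP1; camptothecin omitted.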
DT40 TDP1 CPT: growth inhibition of DT40 Tdp1-/-;hTDP1 cells with camptothecin (screen for TDP1 inhibitors). chicken DT40 Tdp1-/-;hTDP1 cells + 20 nM CPT, ATP luminescence, 48 h. Potency, µM (doses to about 46.2 µM), inactives show top-dose activity change, negative = growth inhibition, most hits filed as inhibitors. hit rate 12% among 420,000. AID 686979; note: nearly all actives have a fitted effect of over 55% in size
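Cell growth measured by CellTiter-Glo luminescence after a minimum 48 h, 37 C compound exposure with 20 nM CPT in Tdp1-knockout DT40 cells stably expressing hTDP1, seeded 400/well; qHTS titration format.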
TDP1 inh: blocks human tyrosyl-DNA phosphodiesterase 1; AID 485290; Q9NUW8; hit rate 0.28% among 350,000; recombinant TDP1, AlphaScreen DNA substrate cleavage; Potency, µM (series often up to 130 µM), inactives show top-dose activity change, negative = inhibition, hits mostly inhibitors; note: nearly all actives have a fitted effect of over 40% in size
Target sequence (Q9NUW8 whole entry, looked up): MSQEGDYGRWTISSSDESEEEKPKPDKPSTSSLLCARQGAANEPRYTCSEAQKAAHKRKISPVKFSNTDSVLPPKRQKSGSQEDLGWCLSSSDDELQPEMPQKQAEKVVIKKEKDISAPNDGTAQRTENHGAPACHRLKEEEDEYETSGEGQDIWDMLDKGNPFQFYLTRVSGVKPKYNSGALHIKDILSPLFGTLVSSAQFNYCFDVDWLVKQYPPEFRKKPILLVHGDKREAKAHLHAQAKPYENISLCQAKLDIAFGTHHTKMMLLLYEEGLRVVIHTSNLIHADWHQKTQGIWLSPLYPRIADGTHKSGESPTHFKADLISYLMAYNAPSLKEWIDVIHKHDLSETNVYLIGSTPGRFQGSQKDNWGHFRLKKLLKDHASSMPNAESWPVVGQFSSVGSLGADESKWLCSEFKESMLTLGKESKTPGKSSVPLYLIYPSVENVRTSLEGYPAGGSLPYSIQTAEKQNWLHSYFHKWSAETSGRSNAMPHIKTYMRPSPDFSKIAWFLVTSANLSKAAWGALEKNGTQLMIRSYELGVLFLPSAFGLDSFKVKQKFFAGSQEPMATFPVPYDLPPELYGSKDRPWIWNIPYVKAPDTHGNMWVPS
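Tdp1 1 nM final; 15 min RT w/ cpd; substrate 15 nM, 5 min; beads 10 ug/ml, 10 min; AlphaScreen read. Neg ctrl: no enzyme.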
* = called active by the depositor; ? = inconclusive; · = not tested or not shown; & = joins results of further samples; [ ] = another dose, or the depositor's remark. Calls come from the whole dose curve; as a rule, active = well fitted curve in the direction sought with a large enough effect; inconclusive = small, poorly fitted or top-dose-only effect, or another doubt; inactive = no such curve, though single readings can be large; an effect the other way counts as inactive or inconclusive. % is set by controls: 0 for no effect and ±100 for the full control effect; potency is the fitted concentration of half-maximal effect.

SMILES	TDP1 cell noCPT	DT40 TDP1 CPT	TDP1 inh
NC(=O)NC(=O)COC(=O)CC12CC3CC(CC(C3)C1)C2	-4%	-12%	5%
N#Cc1cn(-c2ccccc2)nc1-c1cc2ccccc2oc1=O	16µM*	?	-10%
CCOC(=O)COc1ccc2c(=O)cc(-c3ccccc3)oc2c1	-24%&8%&-5%	-13%&13%&-7%	1%
O=C(OCC(=O)N1CCCCC1)c1c[nH]c2ccccc12	-8%	-17%	-1%
O=C(C[n+]1csc2ccccc21)c1cccc([N+](=O)[O-])c1	10µM*	11µM*	·
CCc1ccc2oc(-c3ccc(C)c(NC(=O)c4cc([N+](=O)[O-])ccc4N4CCOCC4)c3)nc2c1	?	?	5%
O=c1c(O)c(-c2ccccc2)oc2ccc3occc3c12	0%	-17%	2%
COc1ccc2ncc3c(-c4ccccc4)nn(-c4ccc(C)c(C)c4)c3c2c1	9.2µM*	12µM*	0%
COC(=O)C1=C(C)NC(C)=C(C(=O)OC)C1c1ccc(-c2cccc(Cl)c2Cl)o1	?	?	3%
O=C(Cc1ccccc1)NCC(=O)OCc1ccc([N+](=O)[O-])cc1	-5%	-14%	0%
CCOC(=O)[C@]12CCC=C1N(Cc1cccc3ccccc13)C(=O)[C@H](CC(=O)N1CCOCC1)C2	?	?	·
CC(C)(C(=O)N1CCC1(C)C(=O)NS(=O)(=O)c1ccc(C#N)cc1)c1ccccc1 (stereo not given)	-17%	-17%	·
CCOc1ccccc1C1C(C(N)=O)=C(C)Nc2nc(-c3ccccc3Cl)nn21 (stereo not given)	-5%&-14%	-18%&-12%	4%
O=C(Cn1nnc(-c2ccc(CN3CCOCC3)cc2)n1)N(c1ccccc1)c1ccccc1	21µM*	18µM*	4%
COc1ccc([N+](=O)[O-])cc1NC(=O)Cc1noc2ccccc12	-1%	7%	1%

Complete entries from above:
O=C(C[n+]1csc2ccccc21)c1cccc([N+](=O)[O-])c1 is listed as TDP1 cell noCPT = 10µM*; DT40 TDP1 CPT = 11µM*; TDP1 inh = ·
COC(=O)C1=C(C)NC(C)=C(C(=O)OC)C1c1ccc(-c2cccc(Cl)c2Cl)o1 is listed as TDP1 cell noCPT = ?; DT40 TDP1 CPT = ?; TDP1 inh = 3%

Next section
SMILES	TDP1 cell noCPT	DT40 TDP1 CPT	TDP1 inh
COc1ccc(C(=O)Nc2ccc(-c3ccc(NC(=O)c4ccc(OC)cc4)c(OC)c3)cc2OC)cc1	?	-25%	5%
Cc1ccnc(NC(=O)Nc2ccc(F)cc2)c1	-4%	-17%	2%
O=C1NCCCCC1NC1CC(=O)N(c2ccccc2)C1=O (stereo not given)	3%	14%	2%
CC1=NN(c2ccccc2)C(=O)/C1=C/C=C/c1ccccc1	2.6µM*	-76%	13%
COc1ccc(C2=C(C)C(N3CCN(C(=O)c4ccco4)CC3)=NS2(=O)=O)cc1	17%	-1%	-13%
CN=C1CC(C)(C)CC(=O)/C1=C(/O)CCC(=O)NC	-4%	-1%	?
CCN1C(=O)C2C(C1=O)N1C(c3ccccc3)C3C(=O)N(CC)C(=O)C3N1C2c1ccccc1 (stereo not given)	-7%	-8%	6%
CCOc1ccc(CNCc2c(C(=O)O)c(C)n(Cc3ccc(F)cc3Cl)c2C)cc1	13µM*	?	5%
O=C(Nc1ccc(N2CCN(Cc3ccccc3)CC2)cc1)c1cccnc1	-4%	3%	7%
CN(C(=O)c1ccc(NC(=O)Cc2ccc(NC(=O)C3CCCN(C(=O)C4CCCC4)C3)cc2)cc1)C1CC1 (stereo not given)	-24%	-21%	6%
CCN1C(=O)[C@H]2[C@H]3CN=C(SCc4ccc(C)cc4)N3[C@@](Cc3ccccc3)(C(=O)OC)[C@H]2C1=O	?	?	1%[56.1 µM]
Cc1ccc(-c2nnc(NC(=O)c3c(F)cccc3Cl)s2)cc1	-12%	-7%	·
CC(C)C[C@H](NC(=O)[C@@H](O)[C@H](N)Cc1ccccc1)C(=O)O	22µM*	-20%[92.5 µM]	7%
O=C(O)CNC(=O)c1ccc(NC(=O)/C(=C/c2ccccc2)NC(=O)c2ccccc2)cc1	-7%	7%	·
COC(=O)[C@]1(C)N[C@H](CN(C)C(=O)C2CCCCC2)[C@@H]2C(=O)N(C)C(=O)[C@@H]21	-8%	4%	0%
O=C(NCC1CCC(C(=O)O)CC1)c1cccnc1 (stereo not given)	-1%	2%	1%
CC1=C(C(=O)NCc2ccccc2C)C2(CCCCC2)OC1=O	-16%	-24%	-1%
CCOC(=O)c1cccc(S(=O)(=O)N(CCO)Cc2cc3cc(OC)c(OC)cc3[nH]c2=O)c1	-9%	4%	4%
O=C(NNC(=O)c1ccccc1Br)c1cccc(Cl)c1	-13%	-8%	7%
CCOC(=O)/C=c1\s/c(=C(\C#N)C(=O)OCC)n(-c2ccccc2)c1=O	-28%	1%	4%
CCc1ccc2oc(-c3cccc(N)c3)nc2c1	2%	12%	1%
CCOC(=O)c1c(C)[nH]c(C(=O)N(C)CC(=O)Nc2ccc(OC)cc2)c1C	22%	?	0%[56.1 µM]
CCc1ccc(OCC(=O)Oc2ccc([N+](=O)[O-])cc2)cc1	20%	6%	·
COc1ccc(CNC(=O)C(=O)NC2CC(C)(C)NC(C)(C)C2)cc1	8%	5%	-10%
COc1cc(/C=C(\NC(=O)c2ccccc2)C(=O)Nc2cccc(O)c2)c([N+](=O)[O-])cc1OC	-17%	-6%	3%
CN1CCN(c2nc(C(N)=O)cc(-c3ccccc3)n2)CC1	-23%	-5%	0%
COc1ccccc1CNC(=O)CN1C(=O)c2cccnc2Oc2ccccc21	-20%	-4%	3%
CCOC(=O)C1=NOC(COc2ccccc2C=O)C1 (stereo not given)	-23%	?	4%
COc1ccc(C(=O)NCCS(=O)(=O)N(C)C2CCCCC2)cc1	-23%	-2%	-8%[0.505 µM]
Cc1sc(N/N=C/c2ccco2)nc1-c1ccccc1	23µM*	?	8%
COCCN1C(=O)COc2ccccc2C1C(=O)NC1CCCC1 (stereo not given)	-5%	2%	·
CCCN(CCC)c1ccc(/C=C/c2ccc3cc(OCC)ccc3n2)cc1	23µM*	?	-1%
COCc1c(C(=O)N/N=C(\C)c2ccc(Cl)s2)nnn1-c1nonc1N	15%	-10%	4%[0.0935 µM]
Cc1ccccc1OCc1nnc(SCC(=O)Nc2ccc3c(c2)oc2ccccc23)n1C	?	?	2%
Cc1nn(C)c(C)c1S(=O)(=O)N(CC(=O)Nc1ccc(F)cc1F)c1ccc(C(C)C)cc1	?	?	4%
C[C@H](CO)N1C[C@H](C)[C@@H](CN(C)Cc2ccc(-c3ccccc3)cc2)Oc2c(NS(=O)(=O)c3ccccc3)cccc2C1=O	18µM*	21µM*	3%
COc1ccccc1CCNC(=O)C(=O)NCC(c1cccnc1)N1CCN(c2ccccc2)CC1 (stereo not given)	12µM*	12µM*	6%
O=C(Nc1ccc(F)cc1)Nc1cccc(Br)c1	?	?	·
COC(=O)c1ccc(CSc2nc3c([nH]c4ccccc43)c(=O)n2-c2cccc(Cl)c2)o1	?	?	3%
CCOC(=O)c1sc(NC(=O)Nc2ccccc2)cc1C	26µM*	23µM*	-4%
CCOC(=O)C1=C(C)NC(=O)NC1c1ccc(-c2ccc(Cl)cc2)o1 (stereo not given)	?	-10%	6%
CC1(C(=O)Nc2cccc3ncccc23)CCN1C(=O)CCc1ccccc1 (stereo not given)	?	?	·
COc1ccccc1CC(=O)Nc1cccc2ccccc12	-25%	-23%	3%
CCC(=O)Nc1nc(-c2ccc3c(c2)CC(C)N3S(C)(=O)=O)cs1 (stereo not given)	16µM*	?	-1%
CCOc1ccc(-c2noc(CCC(=O)NCCc3ccccc3)n2)cc1OC	-23%	-5%	·
COc1ccc2nc(NC(=O)CCN3C(=S)NC(C)(C)CC3C)sc2c1 (stereo not given)	-25%	-11%	-6%
CCn1c2ccccc2c2cc(NC(=O)c3cccc([N+](=O)[O-])c3)ccc21	21µM*	21µM*	5%
Cn1c(=O)c(=O)n(C)c2cc(S(=O)(=O)N3CCCC3C(=O)Nc3ccccc3F)ccc21 (stereo not given)	-1%&-2%	6%&-3%	4%
CSc1ccc(CN2CCN(CCC(C)C)C(CCO)C2)cc1 (stereo not given)	?	-21%	5%
Cc1cc(C)c(CN2CCC(n3nccc3NC(=O)C3CCOC3)CC2)cc1C (stereo not given)	-1%	?	2%
Cc1cc(C)c(C#N)c(N)n1	3%	6%	3%
Cc1ccc(CCN2CC(C(=O)NC3CCCC3)CC2=O)cc1 (stereo not given)	-4%	-25%	-1%
Cc1ccccc1C(=O)n1nc(-c2cccnc2)nc1NCc1ccccc1	?	?	6%
Cc1ccc(OCCSc2nc(-c3cccs3)nc3cc(=O)[nH]n23)cc1Cl	29µM*	?	0%
CCN1C(=O)C(=CC=CN(C)c2ccccc2)SC1=S	?	?	·
Cc1cc(C)n(Cc2ccc(C(=O)Nc3ccc(Br)cc3C)o2)n1	?	-22%	3%
CCOC(=O)CC1=NN(c2ccccc2)C(=O)C1	9%	6%	-1%
CC1=C(C#N)C(c2ccc(O)cc2)C(C#N)=C(C)N1	-8%	19%	-3%
Cc1ccc(-c2nc(CCNC(=O)c3ccc(C)c(C)c3)cs2)cc1	16µM*	?	-2%
O=C(Cc1ccc(F)cc1)Nc1nc(-c2ccc(F)c(F)c2)cs1	?	8.2µM*	·

Next part:
SMILES	TDP1 cell noCPT	DT40 TDP1 CPT	TDP1 inh
COC(=O)CCCC(=O)NC1CC(C)(C)Cc2c1cnn2-c1ccc(C)cc1 (stereo not given)	-2%	21%	3%
CC(C)=C(NC(=O)c1ccccc1)C(N)=O	-13%	7%	·
CCOC(=O)Cn1nnnc1CN(Cc1cccs1)Cc1cc2cc(C)cc(C)c2[nH]c1=O	15µM*	21µM*	5%
CCC(=O)Nc1ccc2nc(SCCOc3ccc(C)cc3OC)sc2c1	15µM*	?	6%
Cc1ccc(NC(=O)CSc2cccc3cccnc23)c(C)c1	?	?	5%
COc1ccccc1C(=O)N/C(=C/c1ccc2c(c1)OCO2)C(=O)Nc1cccc(C(=O)O)c1	-9%	-15%	8%
N#CCSc1nc2ccccc2c(=O)n1CCCC(=O)NCC1CCCO1 (stereo not given)	0%	0%	-2%
O=c1cc(O)sc2ccccc12	-9%	-7%	-11%
COc1ccccc1C1=NOC(C)(c2nnc(Cc3ccccc3)o2)C1 (stereo not given)	-9%	-4%	·
Cc1nn(-c2ccccc2)c(Cl)c1C(=O)OC(C)C(=O)Nc1ccc2c(c1)OCO2 (stereo not given)	-22%	-19%	3%
CCOc1cc(C(=O)NC(C)C2CCCO2)cc(OCC)c1OCC (stereo not given)	2%	0%	1%
COc1cccc(CNC(=O)CN2C(=O)COc3ccc(S(=O)(=O)N4CCCCCC4)cc32)c1	?	?	3%&-3%
CCCN(CC1CC1)c1cc2c(c3c1ccn3C)C1CCC2C1 (stereo not given)	?	?	·
O=c1nc(-c2ccccc2)cc(-c2ccccc2)[nH]1	-12%	-18%	2%
Cc1nc(SCC(=O)NCc2ccco2)c2c3c(sc2n1)CCCC3	?	?	1%
Cc1n[nH]c(C)c1CCc1nc2c3ccccc3nc(SCC(=O)Nc3ccc(F)cc3)n2n1	29µM*	18µM*	0%
CC(OC(=O)c1ccc(S(=O)(=O)NCc2ccco2)cc1)C(=O)Nc1ncc(Cl)cc1Cl (stereo not given)	-34%	?	·
Cc1ccc(NC(=O)CSc2ccccc2)cc1S(=O)(=O)N1CCCCC1	?	15µM*	0%

Grouped by structure: the compounds so far containing a furan ring, fused or not
SMILES	TDP1 cell noCPT	DT40 TDP1 CPT	TDP1 inh
O=c1c(O)c(-c2ccccc2)oc2ccc3occc3c12	0%	-17%	2%
COC(=O)C1=C(C)NC(C)=C(C(=O)OC)C1c1ccc(-c2cccc(Cl)c2Cl)o1	?	?	3%
COc1ccc(C2=C(C)C(N3CCN(C(=O)c4ccco4)CC3)=NS2(=O)=O)cc1	17%	-1%	-13%
Cc1sc(N/N=C/c2ccco2)nc1-c1ccccc1	23µM*	?	8%
Cc1ccccc1OCc1nnc(SCC(=O)Nc2ccc3c(c2)oc2ccccc23)n1C	?	?	2%
COC(=O)c1ccc(CSc2nc3c([nH]c4ccccc43)c(=O)n2-c2cccc(Cl)c2)o1	?	?	3%
CCOC(=O)C1=C(C)NC(=O)NC1c1ccc(-c2ccc(Cl)cc2)o1 (stereo not given)	?	-10%	6%
Cc1cc(C)n(Cc2ccc(C(=O)Nc3ccc(Br)cc3C)o2)n1	?	-22%	3%
Cc1nc(SCC(=O)NCc2ccco2)c2c3c(sc2n1)CCCC3	?	?	1%
CC(OC(=O)c1ccc(S(=O)(=O)NCc2ccco2)cc1)C(=O)Nc1ncc(Cl)cc1Cl (stereo not given)	-34%	?	·
